# PriA SSB inh: K. pneumoniae PriA-SSBct interaction inhibition; inhibition, % at 33 µM; AID 1272365; 430,000 tested, 0.6% active; AlphaScreen SSBct-PriA binding, biotinylated peptide; in the data active means inhibition mostly above about 37%, no sharp cut-off; inactive means mostly below about 20%;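 further: plate controls were negative control peptide for no effect and reference peptide for full effect; strong numbers were not always called active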
# * marks the source's active call; other numbers are inactive results; & = joins results of further samples.
Structure,PriA SSB inh
Cc1ccc(NC(=O)CN2CCC(C(=O)Nc3ccc(OC(F)(F)F)cc3)CC2)cc1,-11.0
N#Cc1nccnc1N1CCC(CNC(=O)c2ccc3ncsc3c2)CC1,-4.0
O=C(CC1CCCCC1)NCCN1CCn2cc(OCc3ccccc3)c(=O)cc2C1=O,-15.0
O=C(NCC1CN(c2ccc(Cl)c(Cl)c2)C(=O)O1)c1cccs1 (stereo not given),-14.0
COc1ccc(CCNC(=O)Cn2cnc(-c3ccc(F)cc3)cc2=O)cc1,-5.0
Cc1cc(C(=O)N2CCC(Oc3cc(C)n(C)c(=O)c3)CC2)c(C)o1,-13.0
O=C(COc1ccccc1)NCCCn1nc(-c2cccnc2)ccc1=O,-5.0
O=S(=O)(NCC1(c2ccc(F)cc2)CC1)c1ccc(N2CCCCS2(=O)=O)cc1,-10.0
CCCCCCC(=O)NN=Cc1c(O)n(CCc2ccccc2)c(=O)[nH]c1=O,0.9
COc1ccc(C2CCCCN(C(=O)CN(C)S(C)(=O)=O)C2)cc1 (stereo not given),-15.0
O=C1NCCNC1=CC(=O)c1cccc(Br)c1,4.1
Cn1cnnc1SCCNC(=O)c1ccc(-n2cncn2)nn1,-6.0
COC1CCN(S(=O)(=O)CCN2C(=O)CCCC2=O)CC1,-3.0
NC(=NOC(=O)COc1ccc(Br)cc1)c1cccc([N+](=O)[O-])c1,-1.5
Cc1nc2ccccn2c1C(=O)NCC(c1ccco1)N(C)C (stereo not given),-4.0

# 4 entries from above, with each value named:
structure: O=C(NCC1CN(c2ccc(Cl)c(Cl)c2)C(=O)O1)c1cccs1 (stereo not given)
  PriA SSB inh: -14.0

structure: COc1ccc(CCNC(=O)Cn2cnc(-c3ccc(F)cc3)cc2=O)cc1
  PriA SSB inh: -5.0

structure: Cc1cc(C(=O)N2CCC(Oc3cc(C)n(C)c(=O)c3)CC2)c(C)o1
  PriA SSB inh: -13.0

structure: O=C(COc1ccccc1)NCCCn1nc(-c2cccnc2)ccc1=O
  PriA SSB inh: -5.0

# (cont.)
Structure,PriA SSB inh
NS(=O)(=O)c1ccc(CCNC(=O)c2[nH]nc3c2COc2ccccc2-3)cc1,-7.0
O=S(=O)(Cc1ccc(Cl)cc1)c1ccc(N2CCN(Cc3ccc4c(c3)OCO4)CC2)nn1,-4.0&1.0
Cc1cc(Br)ccc1OCC(=O)O/N=C(/N)c1ccncc1,-16.0
C=CCc1cccc(C=NNC(=O)COc2ccc(-n3cnnn3)cc2)c1O,-16.8
COc1ccc(-c2nc3scc(CCNC(=O)COc4ccc(Cl)cc4)n3n2)cc1,-7.0
Cc1ccc(Nc2nc3ccccc3nc2NS(=O)(=O)c2ccc([N+](=O)[O-])cc2)cc1,7.0
C=C(C)CNC(=S)NN=C(C)c1cccc(NC(C)=O)c1,-9.2
COc1cc(C=NO)cc(Cl)c1OC,-12.6
Cc1cccc(C=NNc2nnc(-c3ccccc3)c(=O)[nH]2)c1,-2.4
CCc1nc2sc(C(c3ccccc3F)N3CC(C)CC(C)C3)c(O)n2n1 (stereo not given),-5.0
COc1cc2ncc(C#N)c(N3CCC(C(=O)Nc4ccc(F)c(Cl)c4)CC3)c2cc1OC,-1.0
N#Cc1cc2c(nc1SCC(N)=O)CCCC2=O,-10.0
Nn1c(SCC(=O)Nc2nccs2)nnc1C1CCCCC1,-3.0
CC(C)(C)OC(=O)C[C@@H]1C/C=C/C[C@H](CC(=O)N[C@H](CO)Cc2ccccc2)C(=O)N2CCC[C@H]2COC1=O,-8.9
O=C(O)Cc1csc(Nc2ccc(OC(F)(F)F)cc2)n1,14.0

Structure,PriA SSB inh
Cc1ccc(C)c(-c2nnc(NC(=O)C3CC(=O)N(c4ccc(F)cc4)C3)o2)c1 (stereo not given),-4.0
COc1cc(NC(=O)Cc2c(F)cccc2Cl)ncn1,-23.0
Cc1ccc2c(c1)=CC(=Cc1c(O)[nH]c(=O)[nH]c1=O)C(=O)N=2,-14.8
COc1ccc(Cl)cc1NC(=O)c1ccc(=O)n(Cc2ccc(F)cc2)n1,0.0
O=C(Nc1ccc(Nc2ccccc2)cc1)N[C@H]1CC(=O)N(c2ccccc2)C1,-4.0
CN(C)Cc1c(C(=O)NN=Cc2ccc(-c3ccccc3)cc2)nnn1-c1nonc1N,-5.5
COc1ccc(OC)c(S(=O)(=O)NN=Cc2cn(CC(N)=O)c3ccccc23)c1,-5.8
CC(CS(=O)(=O)c1ccc(Cl)cc1)=NNC(N)=S,-9.8
CC(CS(=O)(=O)c1ccccc1)=NO,-15.1
C/C(=N/Nc1nnc(C(C)(C)C)c(=O)[nH]1)c1ccc(Br)cc1,-4.0
CCOc1ccc(-n2ccn3c(=O)n(CC(=O)Nc4ccc(Br)cc4)nc3c2=O)cc1,-13.0&-11.0
NC(=O)c1ccsc1NC(=O)Cc1ccc2c(c1)OCO2,3.0
COC(=O)c1ccc(S(=O)(=O)N2CCc3ncncc3C2)cc1,-12.0
O=S(=O)(NCC1CCN(Cc2cccs2)CC1)c1ccc(F)c(Cl)c1,-22.0
O=C(c1ccc(N2CCCCS2(=O)=O)cc1)N1CCN(C(=O)c2ccco2)CC1,-4.0

Structure,PriA SSB inh
O=C(Nc1nc(-c2ccc(F)cc2F)cs1)c1ccc(Oc2ccccc2)cc1,-15.0
Cc1cc(C)c(NC(=O)/C(C#N)=C\c2cccs2)c(C)c1,2.0
COc1ccc(S(=O)(=O)c2cnc(SCC(=O)Nc3ccc(F)cc3F)[nH]c2=O)cc1OC,-7.0
Cc1nc(N(C)C)nc(C)c1NC(=O)c1ccncc1,-24.0
CC(=NN=C(C)c1cccc(N)c1)c1cccc(N)c1,3.4
CS(=O)(=O)N1CCC(C(=O)N2CCC3(CC(=O)c4ccccc4O3)C2)CC1 (stereo not given),-4.0
COc1ccc(C(=O)NCc2nnc(SCC(=O)Nc3nnc(C)s3)n2C2CCCCC2)cc1,-6.0
CC(=O)Nc1ccc(C(=O)NCCNS(=O)(=O)c2ccc(C)s2)cc1,-9.0&4.0
CCCOc1cc(N2CCN(C(=O)Nc3ccc(C)c(F)c3)CC2)nc(C)n1,-5.0
O=C(CON=Cc1ccc(OC(F)F)cc1)NC1CCCCC1,-7.8
CC(=NNc1ccc(C(F)(F)F)cc1[N+](=O)[O-])C(C)C,-4.9
Cc1ccc(Cl)cc1S(=O)(=O)NCCCCN1CCOC(c2ccccc2)C1 (stereo not given),-19.0
COc1nn(C)cc1C(=O)Nc1ccsc1-c1nc(C2CC2)no1,-19.0
Cc1cc(CNC(=O)Cc2c(F)cccc2Cl)c(C)o1,-13.0
O=C(Cn1cccn1)Nc1ccc(F)cc1,0.0

# Looked up by structure from the entries so far:
Structure,PriA SSB inh
Cc1ccc(Cl)cc1S(=O)(=O)NCCCCN1CCOC(c2ccccc2)C1 (stereo not given),-19.0
CC(=O)Nc1ccc(C(=O)NCCNS(=O)(=O)c2ccc(C)s2)cc1,-9.0&4.0
CS(=O)(=O)N1CCC(C(=O)N2CCC3(CC(=O)c4ccccc4O3)C2)CC1 (stereo not given),-4.0

# (cont.)
Structure,PriA SSB inh
Cc1nnc(-c2cc3ccccc3n2CC(N)=O)o1,-15.0
COc1ccc(OC)c(-c2ccc(SCC(=O)N3CCCCCC3)nn2)c1,-12.0&-3.0
COc1cccc(CNC(=O)C(=O)NCC(O)c2ccc(C(F)(F)F)cc2)c1 (stereo not given),-9.0
N#Cc1cccnc1OC1CCN(C(=O)CCS(=O)(=O)c2ccccc2)CC1,-7.0
CCOc1ccccc1NC(=O)C(=O)NCCc1csc(-c2ccc(C(F)(F)F)cc2)n1,4.0
O=C1c2cccc3cccc(c23)C(=O)N1CCSc1nc2sc3c(c2c(=O)[nH]1)CCCC3,3.0
COc1cccc(CNC(=O)Cn2nc(C)ccc2=O)c1,-1.0
COc1ccc(CCNC(=O)CC(C)=NNC(=O)C2CCCCC2)cc1OC,-7.7
CC(=O)Nc1ccc(SCC(N)=O)nn1,-11.0
Cc1nc2ccccn2c1C(=O)O,-8.0
CCOC(=O)c1nn(-c2ccccc2)c(=O)c2c(NC(=O)C3CCCCC3)scc12,-1.0
Cc1ccc(C)c(S(=O)(=O)Nc2ccc(C(=O)NCCc3ccccc3)cc2)c1,4.0
CNC(=O)CS(=O)(=O)C1CCN(C(=O)CCn2cnc3ccccc3c2=O)CC1,-21.0
Cc1cc(C)n(-c2ncc(NC(=O)c3c(F)cccc3Cl)cn2)n1,-16.0
COCCn1ccc2c(OCC(=O)N3CCc4ccccc43)cccc2c1=O,0.0

# Look-ups from the results shown:
# Under PriA SSB inh, `CC(=NNc1ccc(C(F)(F)F)cc1[N+](=O)[O-])C(C)C` is listed with -4.9
# Under PriA SSB inh, `CCCOc1cc(N2CCN(C(=O)Nc3ccc(C)c(F)c3)CC2)nc(C)n1` is listed with -5.0

# Additional results follow:
mol,PriA SSB inh
O=C(NCCn1ccnc1-c1ncccn1)c1ccc(S(=O)(=O)N2CCOCC2)cc1,92.0*
CC(=O)N1CC(C(=O)N[C@@H](C)c2ccccc2)C1,-4.0
COCCNC(=O)N1CCC(S(C)(=O)=O)CC1,-17.0
O=C(Cn1nc2ccc(S(=O)(=O)c3ccccc3)nn2c1=O)Nc1ccc(F)c(F)c1,-9.0
NC(CCS(=O)(=O)c1ccc(Cl)cc1)=NOC(=O)c1ccccc1C(F)(F)F,-0.4
CN1CCN(c2nc3ccc(NC(=O)c4cccs4)cc3s2)CC1,-3.0&4.0
CCOC(=O)c1sc(NC(=O)C(C)Sc2nnc(CNC(=O)c3ccc(OC)c(OC)c3)n2-c2ccc(F)cc2)c(C(=O)OCC)c1C (stereo not given),-10.0
COc1ccccc1-c1cc2c(SCC(=O)Nc3ccccc3C(F)(F)F)nccn2n1,-6.0
C=CCc1c(C)nc2c(-c3ccccc3)cnn2c1NCCc1ccc(OC)c(OC)c1,36.0*
O=C1CCC(C(=O)Nc2nc(CC(=O)N3CCc4ccccc43)cs2)N1 (stereo not given),-7.0&-1.0
O=C(Nc1ccc(Oc2ccc(NC(=O)c3cc(Cl)ccc3O)cc2)cc1)c1cc(Cl)ccc1O,-9.0&-8.0
COc1nccc(NS(=O)(=O)c2ccc(NC(=O)C3CCCCC3)cc2)n1,5.0
Cc1ccc(NC(=O)CSC2=C(C#N)C(c3ccccc3C(F)(F)F)C3=C(CCCC3=O)N2)c(C)c1 (stereo not given),-12.0
O=C(NN=CC1C(c2ccccc2)C1(Cl)Cl)c1cccc(Cl)c1 (stereo not given),-10.0
O=C(O)c1ccc(C(=O)Nc2ccccc2C(F)(F)F)c(C(=O)O)c1,5.0
CCn1ccc(C(=O)Nc2nc3c(OC)ccc(Cl)c3s2)n1,-12.0
CSc1ccc2nc(NC(=O)c3cccc(C(F)(F)F)c3)sc2c1,3.0
COc1ccc(C2CC(c3cccs3)=NN2C(=O)CSc2nnc(-c3cccnc3)o2)cc1 (stereo not given),3.0
O=C(c1cnn2ccccc12)N1CCN(C(=O)C2(c3ccccc3)CCOCC2)CC1,3.0
Cn1c(=O)c2c(SCCN3CCCC3)nc(-c3ccccc3Cl)nc2n(C)c1=O,-8.0

mol,PriA SSB inh
O=C1COc2cc(Cl)ccc2N1Cc1nc(-c2ccc(OCc3ccccc3)cc2)no1,-18.0
Cc1cc(C)nc(NN=C/C(Cl)=C/c2ccccc2)n1,-1.4
Cc1cc(C)n(CCC(=O)N2CCc3nc4ccc(F)cn4c(=O)c3C2)n1,-15.0
Cc1ccc(C=NNC(=O)c2cc3ccccc3cc2O)o1,6.5
COc1nn(C)cc1C(=O)Nc1cc(C)ccc1C,-3.0
Cc1ccc(C#N)c(Cl)n1,-5.0
O=C(C1CC1)N1CCc2ccc(NS(=O)(=O)c3ccc4c(c3)CCCC4)cc21,-5.0&5.0
CCCN1C(=O)C(C)(C)COc2ccc(N)cc21,32.0
COc1cc(C=NN2CCN(Cc3ccc(C)cc3)CC2)cc(OC)c1O,2.3
CC(C)NC(=O)N1CCN(CC(=O)c2ccco2)CC1,-4.0
Cc1ccc(C)c(C(O)=C2C(=O)C(=O)N(Cc3cccnc3)C2c2cccnc2)c1 (stereo not given),-3.8
C[C@](O)(CNC(=O)C(=O)NC1CC1)c1cccs1,-10.0
COc1ccc(C=Nc2oc(C)c(C)c2C#N)c(OC)c1,3.0
O=C1CC(NS(=O)(=O)c2ccc3c(c2)OCCO3)CN1c1ccc(F)cc1 (stereo not given),-2.0
O=[N+]([O-])c1ccc(NN=C2CCCCC2c2ccccn2)cc1 (stereo not given),9.2
Cc1ccc(CNC(=O)C(=O)NCCCN2CCOC(c3ccccc3)C2)cc1 (stereo not given),-4.0
Cc1nnc2ccc(-c3cccc(NC(=O)c4cccc(C(F)(F)F)c4)c3)nn12,-5.0&3.0
CSc1ncccc1C(=O)NC[C@H](O)c1cccc2ccccc12,-15.0
CC(=O)c1ccc(NC(=O)Cn2c3ccccc3c3ncn(Cc4ccccc4)c(=O)c32)cc1,-4.0
COC(=O)c1ccc(S(=O)(=O)NCCc2csc(-c3ccc(F)cc3)n2)cc1,7.0

mol,PriA SSB inh
COc1ccc(-c2csc(N)n2)cc1C,29.0
CC(O)CN1CCN(Cc2ccccn2)CC1 (stereo not given),-13.0
Cc1cc(NS(=O)(=O)c2ccc(NC(=O)C3COCC(=O)N3Cc3ccccc3)cc2)nc(C)n1 (stereo not given),-11.0
COc1nccnc1OC1CCN(C(=O)Cc2cn(C)c3ccccc23)C1 (stereo not given),-4.0
O=C(NCCS(=O)(=O)N1CCN(c2ccccn2)CC1)c1cnccn1,-11.0&5.0
Cc1cc(C)nc(NS(=O)(=O)c2ccc(NC(=O)c3ccc(Br)s3)cc2)n1,-1.0
O=c1oc(C(c2ccccc2)c2ccccc2)nc2sc3c(c12)CCCC3,7.0
CCCOc1ccc(-c2csc(NC(=O)C3CCCN(S(C)(=O)=O)C3)n2)cc1 (stereo not given),-1.0
COC(=O)c1ccc(C(=O)Nc2nc(-c3ccc4ccccc4c3)cs2)cc1,-7.0
O=C(Cn1cnc2c(cnn2CCO)c1=O)Nc1ccccc1C(F)(F)F,-13.0
COc1cc(-c2ccc(SCC(=O)Nc3ccccc3C(F)(F)F)nn2)cc(OC)c1OC,-5.0
CC(=O)Nc1ccc(C(=O)NCCNC(=O)C2CC2)cc1,-9.0
O=c1[nH]c(=O)n(CCC2=CCCCC2)c(O)c1C=NNc1cccc2ccccc12,5.2

# Bioassay records (PubChem)

# A portion of the library; count on the stated rates, not on these rows.
